Source: PubChem (Broad Institute)
PAX8 reporter: inhibitors of PAX8 transcriptional activity in RMG-I cells | AID 652154 | inhibition, % at 12.6 µM | RMG-I TPO-luciferase reporter, SteadyGlo, 24 h | 1.2% of 360,000 active;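 active = mean replicate inhibition at least 60% with every replicate also reaching 60%; inconclusive = only one of the two criteria is met; inactive = mean below 60% and not all replicates reaching 60%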;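 note: luciferase light reporting Pax8 driven TPO promoter activity; plate controls were median of neutral control wells for no effect and mitoxantrone controls for full effect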
miR-122 sensor: blocks miR-122 activity in Huh7 sensor cells; Huh7 miR-122 Renilla luciferase sensor, 48 h; neutral wells = 0, positive control = 100; activation (reporter increase), % at 12.5 µM; 0.3% of 340,000 active; AID 602342;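 active = mean replicate activation score at least 90 and every replicate individually at or above 90; inconclusive = only one of the two criteria met; inactive = neither criterion met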;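 note: higher luciferase means less miR-122 activity so hits act as miR-122 inhibitors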
EWS-Fli inh: EWS/Fli transcriptional activity inhibition. AID 651661. A673 NR0B1-luciferase reporter, viability-normalised. 0.67% of 350,000 active. inhibition, % at 12.6 µM;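 active = mean inhibition of at least 50% after viability correction, with every replicate also passing that limit; inconclusive = mean reaches 50% but only one of two replicates passes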;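 note: firefly luciferase signal divided by Alamar Blue viability fluorescence both relative to DMSO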
LGR2 antag: Drosophila LGR2 receptor signaling inhibition. HEK293 LGR2, CRE-luciferase, bursicon-stimulated, 4 h. inhibition, % at 9.99 µM. 0.35% of 380,000 active;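 active = drop in luminescence signal, shown as inhibition above about 50% in the replicate tests, limit read from the data, passing the limit was not always enough; inconclusive = probably only some replicates passing the limit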;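 note: agonist challenge used bursicon conditioned medium at about half maximal strength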
CASP6 VEID inh: blocks human caspase-6 cleavage activity | P55212 | purified caspase-6, Z-VEID-R110 cleavage fluorescence | inhibition, % at 12.5 µM | 0.53% of 350,000 active | AID 686996;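 active = mean inhibition across replicates at least about 35%, with every replicate also reaching that limit, limit read from the data; inconclusive = only one of the two criteria met; inactive = neither criterion met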;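 note: 0% = median of neutral control wells and 100% = no fluorescence left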
Target sequence (P55212 24-179 limits assumed): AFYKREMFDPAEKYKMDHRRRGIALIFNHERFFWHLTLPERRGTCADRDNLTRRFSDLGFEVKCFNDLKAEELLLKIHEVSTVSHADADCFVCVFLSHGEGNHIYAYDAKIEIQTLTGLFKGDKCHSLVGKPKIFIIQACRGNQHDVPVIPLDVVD
Target sequence (P55212 194-293 limits assumed): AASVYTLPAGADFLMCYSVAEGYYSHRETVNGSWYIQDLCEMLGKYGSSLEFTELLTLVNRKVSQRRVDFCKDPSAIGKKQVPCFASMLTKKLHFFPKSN
Cneo AK release: Cryptococcus neoformans lysis via adenylate kinase release; C. neoformans lysis, adenylate kinase release luminescence, 4 h; normalised: neutral wells 0, clomiphene wells 100; lysis activity, % at 15 µM; 0.2% of 360,000 active; AID 651654;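 active = mean lysis activity across replicates of at least 80%, whatever share of replicates individually reach that level; inactive = mean lysis activity below 80%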
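Material – log-phase Cryptococcus neoformans yeast cells · Input – 5 × 10^6 yeast cells/mL · Medium – fresh YPD growth medium · Doses – single compound concentration per well · Timing – static 4 h at 37 °C with compound, 1 h detection · Detection – adenylate kinase release luminescence · Read-out – signal increase indicating cell lysis · Control set – Clomiphene as positive lysis control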
PGC1a acetyl inh: PGC1a acetylation modulation, inhibitor mode; AID 651687; inhibition, % at 15.6 µM; U2OS PGC1a acetylation, AlphaScreen anti-acetyl-lysine; with virally co-expressed GCN5 acetyltransferase; 0.17% of 350,000 active;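 active = every replicate shows inhibition of at least 40%; inconclusive = mean inhibition at least 40% but some replicate below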;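 note: 0% = neutral control wells and 100% = positive control wells; some results beyond the cut were filed as inactive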
FN deposition inh: fibronectin deposition inhibition; inhibition, % at 12.6 µM; AID 743247; 0.086% of 350,000 active; AH1F fibroblasts, Alexa488-fibronectin deposition fluorescence, overnight;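 active = mean inhibition across replicates of 30% or more, regardless of how many single replicates reach that level; inconclusive = mean under 30% yet at least half of replicates reach 30%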;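 note: positive control wells lacked labelled fibronectin entirely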
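Material – AH1F fibroblast monolayer, labelled fibronectin deposition · Reagent – labelled fibronectin 24 nM · Timing – 1 h adhesion, overnight exposure · Measured by – fluorescence at 485 nm excitation, 525 nm emission · Read-out – inhibition of fibronectin deposition signal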
An asterisk follows results filed as active; ? = inconclusive; · = no result given; [ ] = remark or other dose.

SMILES	PAX8 reporter	miR-122 sensor	EWS-Fli inh	LGR2 antag	CASP6 VEID inh	Cneo AK release	PGC1a acetyl inh	FN deposition inh
O=C(C[C@@H]1CC[C@@H]2[C@H](COC[C@@H](O)CN2C(=O)c2cnccn2)O1)NCc1ccc(F)cc1	-1	-3[16.7 µM]	8	-3	1	-1	1	-3
CCc1ccc(NC(=S)Nc2cc(C(=O)O)ccc2N2CC3CC(C2)c2cccc(=O)n2C3)cc1 (configuration not stated)	-27	·	-32	-25	5	·	10	-1
Cc1ccc(-n2c(-c3ccc(Br)cc3)c[n+]3c2CCc2ccc4cccnc4c2-3)cc1	·	-7	·	32	·	-2	-16	-4
C[C@H](CO)N1C[C@H](C)[C@H](CN(C)Cc2ccncc2)OCc2cnnn2CCCC1=O	-1	1[16.7 µM]	1	-10	·	·	7	5
Cc1ccc(CN2C(=O)c3ccccc3C2C(=O)NCC2CCCO2)cc1 (configuration not stated)	1	2	·	·	·	2	10	15
CCCNC(=O)C[C@H]1C[C@@H]2c3cc(NS(=O)(=O)c4ccccc4)ccc3O[C@@H]2[C@H](CO)O1	2	-5[16.7 µM]	-1	4	·	0	-3	-7
COc1ccc(OC)c(S(=O)(=O)NCC(c2ccc3c(c2)OCO3)N2CCOCC2)c1 (configuration not stated)	-2	·	-6	5	-3	-1	·	0
Cc1ccc(F)c(CNC(=O)C2(C)CCCN2C(=O)C(C)C)c1F (configuration not stated)	10	-3	4	13	-4	1	2	-2
C=CCOc1ccc(C(=O)c2ccccc2)c(OCC(=O)NC2(C#N)CCCC2)c1	7	12	12	-3	0	2	·	-7
C[C@@H]1CCCCO[C@@H](CN(C)Cc2ccc(C(F)(F)F)cc2)[C@@H](C)CN([C@H](C)CO)C(=O)c2cc(NC(=O)CCCCCC(=O)Nc3ccccc3N)ccc2O1	?	·	-18	-27	-3	·	-1	·
CCOc1cccc(-c2nnc(SCC(=O)NC3CC3)n2C)c1	6	0	·	3	0	5	-3	-3
CCOC(=O)C1CCN(C(=O)COC(=O)CCOc2ccc(C)cc2)CC1	16	-3	·	·	·	4	3	9
CN(C)CCN1CCN(C(c2ccnc3ccccc23)c2nnnn2-c2ccc3c(c2)OCCO3)CC1 (configuration not stated)	-9	·	5	3	-23	·	·	1
COc1ccc(CSc2nc(O)cc(=O)n2CC(C)C)cc1F	-6	-1	11	13	2	5	10	-11
CCOc1ccc(CN(C)C(C)C(=O)NCCc2ccc(F)cc2)cc1 (configuration not stated)	-5	·	4	11	1	-6	·	-2
CO[C@H]1CN(C)C(=O)c2cc(NC(=O)Nc3ccccc3)ccc2OC[C@H](C)N(C(=O)Nc2c(C)noc2C)C[C@H]1C	13	·	-9	8	-1	4	-6	5
Cc1cc(C)c(C#N)c(N2CCOCC2)n1	·	-6	·	8	·	-1	5	·
C=CCCCCCCCCC(=O)NNC1CC(=O)N(c2ccccc2)C1=O (configuration not stated)	-1	-15	-10	·	-7	-3	-5	-5
O=C(OCc1ccc(Br)cc1F)c1cc2ccccc2oc1=O	7	0	-20	-8	-1	4	-4	-1
Cc1coc2c1c(C)cc1oc(=O)c(CC(=O)NCCCCCC(=O)O)c(C)c12	0	-16	-4	-1	5	-2	-3	4

The list goes on (2 carried over from the part before).
SMILES	PAX8 reporter	miR-122 sensor	EWS-Fli inh	LGR2 antag	CASP6 VEID inh	Cneo AK release	PGC1a acetyl inh	FN deposition inh
O=C(OCc1ccc(Br)cc1F)c1cc2ccccc2oc1=O	7	0	-20	-8	-1	4	-4	-1
Cc1coc2c1c(C)cc1oc(=O)c(CC(=O)NCCCCCC(=O)O)c(C)c12	0	-16	-4	-1	5	-2	-3	4
CCCNC(=O)N[C@H]1CC[C@@H](CCn2cc(C3CCCC3)nn2)O[C@H]1CO	2	·	-2	-18	·	1	-3	-3
CCN(CCn1cccn1)Cc1c(C(=O)N2C[C@@H](C)O[C@@H](C)C2)nc2ccc(Cl)cn12	12	-5	-1	-3	-3	-16	7	·
CC1=C(C(=O)NCc2ccc3c(c2)OCO3)C2(CCC(C)CC2)OC1=O (configuration not stated)	19	-5	2	12	1	2	0	-5
Cc1ccc(CN2CCCN(Cc3ccc(F)cc3Cl)S2(=O)=O)cc1	-20	-5	-8	6	·	-2	10	-9
C[C@H]1CCCCO[C@H](CN(C)C(=O)CCCN(C)C)[C@@H](C)CN([C@@H](C)CO)C(=O)c2cc(N(C)C)ccc2O1	-5	1[16.7 µM]	-2	13	0	-1	13	·
COc1ccc(NC(=O)CN2C(=O)c3ccccc3S2(=O)=O)cc1OC	9	-2	-4	4	-16	0	·	6
CC(Sc1nnc(C2CC2)n1-c1ccccc1)C(=O)N1CCNC1=O (configuration not stated)	-14	0	-2	-5	-3	2	10	-1
O=C(CSc1nnc(CNC(=O)c2ccccc2)o1)c1ccc(Cl)cc1	5	2	·	-5	1	2	-6	0
COC(=O)[C@@]1(C)[C@H]2C(=O)N(Cc3ccccc3)C(=O)[C@H]2[C@H]2CN=C(SCC3CC3)N21	-18	2	-1	6	-2	2	-55	0
COc1ccc(C(=O)N/C(=C\c2ccc(SC)cc2)C(=O)NCCCn2ccnc2)cc1OC	7	·	-2	-2	-2	·	·	4
Cc1cccc2nc3ccccc3nc12	6	-2	-14	-14	1	0	·	-7
O=C(Nc1ccccc1)N1C[C@@H]2[C@H](c3ccccc31)[C@H](CO)N2C(=O)c1ccccc1F	-15	0[16.7 µM]	-14	-9	·	-2	-1	0
CN(C)c1ccc(NS(=O)(=O)c2cccc(Cl)c2)cc1	7	19	·	-11	·	3	0	·
CCOCCCN(C)C1CCN(C(=O)c2oc3ccccc3c2NC(=O)c2ccc(F)cc2)CC1	-7	·	·	-7	-13	2	·	8
COc1ccc2cc(-c3ccon3)ccc2c1	-183	7	-105	-53	-3	-3	1	0
CCCC1CC(CCc2ccccc2)OS(=O)(=O)N1 (configuration not stated)	4	38	5	1	0	-1	-3	1
CC(C)c1ccc(N(CC(=O)NCCSCc2ccco2)S(C)(=O)=O)cc1	4	·	13	19	-1	·	·	7
CCOC(=O)C(C)Oc1ccc(NC(=O)C(Cl)(Cl)Cl)cc1 (configuration not stated)	2	·	-2	6	7	·	·	1
COc1ccc(NC(=O)N(C)C[C@@H]2Oc3ccc(N(C)C)cc3CC(=O)N([C@@H](C)CO)C[C@@H]2C)cc1	-1	5[16.7 µM]	·	1	-2	3	1	·
CN1[C@@H]2Cn3c(ccc(C4=CCCCC4)c3=O)[C@H]1[C@@H](C(=O)NCc1cc(F)cc(F)c1)[C@@H]2CO	6	·	2	-7	5	-1	·	·

Reformatted: two of the compounds above.
Fields – PAX8 reporter, miR-122 sensor, EWS-Fli inh, LGR2 antag, CASP6 VEID inh, Cneo AK release, PGC1a acetyl inh, FN deposition inh
> COc1ccc(NC(=O)CN2C(=O)c3ccccc3S2(=O)=O)cc1OC
→ 9, -2, -4, 4, -16, 0, ·, 6
> Cc1cccc2nc3ccccc3nc12
→ 6, -2, -14, -14, 1, 0, ·, -7

(next part)
SMILES	PAX8 reporter	miR-122 sensor	EWS-Fli inh	LGR2 antag	CASP6 VEID inh	Cneo AK release	PGC1a acetyl inh	FN deposition inh
COc1cc(/C=N\NS(=O)(=O)c2ccccc2)cc(OC)c1OC	-12	2	11	6	2	-1	-14	-6
COc1ccc(-c2c(C(=O)c3ccccc3)[nH]c(N)c2C(=O)c2ccccc2)cc1OC	-7	·	-16	-2	2	·	·	2
C[C@H](CO)N1C[C@H](C)[C@H](CN(C)CC2CCCCC2)Oc2c(NS(=O)(=O)c3ccc(F)cc3)cccc2C1=O	-2	27[16.7 µM]	2	-5	3	-2	3	·
Cc1ccc2nc(SCC(=O)N3CCN(c4ccccc4)CC3)nc(=O)n2c1	0	-5	-4	-11	1	1	·	2
CC(=O)c1ccc(NC(=S)NC(=O)/C=C/c2ccccc2)cc1	-16	-1	-41	-28	0	-2	-2	3
CC(C)(C)[C@H]1COC(=O)[C@@H](NC(=O)OCC2c3ccccc3-c3ccccc32)C/C=C\C[C@@H](CC(=O)N[C@@H](CO)Cc2ccccc2)C(=O)N1	-4	-7	-3	1	0	3	3	-3
C[C@@H]1CN([C@H](C)CO)C(=O)c2cc(-c3cccnc3)cnc2O[C@@H]1CN(C)C(=O)Nc1ccc2c(c1)OCO2	·	2[16.7 µM]	-10	-18	2	0	-10	-3
O=C1C(NS(=O)(=O)c2cccs2)=C(N2CCOCC2)C(=O)c2ccccc21	5	4	-6	16	7	-2	12	12
CCn1c(O)c(C2=c3ccccc3=NC2=O)c2cc(Br)ccc21	23	·	14	16	-1	·	·	5
CCOc1ccccc1-c1cc(-c2n[nH]c(=S)n2CC)c2ccccc2n1	25	·	2	26	3	·	·	-4
CN(C)CC(=O)Nc1ccc2c(c1)[C@H]1C[C@@H](CC(=O)N3CCN(C)CC3)O[C@@H](CO)[C@H]1O2	2	-5[16.7 µM]	-1	2	-1	38	18	6
CCC(=O)N(C)C[C@@H]1Oc2cc(-c3cccc(OC)c3)ccc2S(=O)(=O)N([C@@H](C)CO)C[C@@H]1C	·	-2[16.7 µM]	-3	-14	0	1	12	-15
c1ccc(Nc2nc(N3CCCC3)nc(N3CCCC3)n2)cc1	·	1	1	·	1	0	14	·
C[C@@H](CO)NC(=O)c1[nH]cnc1C(=O)Nc1ccc(CNC(=O)OC(C)(C)C)cc1	-12	0	5	6	1	-1	1	·
Cc1ccc2c(c1)nnn2C1CCN(S(=O)(=O)c2ccc(C(=O)N(C)C3CCCCC3)cc2)CC1	-8	0	·	·	·	0	-16	-2
S=C(NC1CCCC1)N1CCOCC1	0	·	-10	·	-1	·	·	5
O=C(CCNC(=O)c1ccc([N+](=O)[O-])cc1)Nc1cccc(S(=O)(=O)N2CCCCCC2)c1	19	3	4	7	4	3	-12	-2
O=C(Nc1cccc([N+](=O)[O-])c1)c1ccc(N2CCCC2=O)cc1	-48	·	-49	-11	-3	·	·	-8
Cc1ccc(NC(=O)c2ccc(Cl)c(S(=O)(=O)N3CCc4ccccc43)c2)nc1	-1	23	-11	-2	-90	-5	-2	4
C[C@H](CO)N1C[C@H](C)[C@H](CN(C)Cc2ccc(Oc3ccccc3)cc2)Oc2ccc(NS(=O)(=O)c3ccc(Cl)cc3)cc2CC1=O	-18	-2[16.7 µM]	-1	-16	9	-15	-15	-14
COCC(=O)NC[C@@H]1[C@@H](c2ccccc2)[C@@H](CO)N1C(C)=O	-8	-7[16.7 µM]	1	-13	-6	-4	-1	5
CNc1nnc(-c2ccncc2)s1	·	28	·	8	1	1	5	7
O=C(C[C@H]1C[C@@H]2c3cc(NC(=O)CC4CC4)ccc3O[C@@H]2[C@H](CO)O1)NCc1ccc(-c2ccccc2)cc1	22	-2[16.7 µM]	19	6	-5	44	-9	-6
CCC1=NNC(=O)C(CC(=O)Nc2ccccc2)c2cc(OC)c(OC)cc21 (configuration not stated)	8	-1	·	9	·	-1	-1	3
CN(C)S(=O)(=O)N1CCCC(C(=O)c2ccc(-c3ccccc3)c(F)c2)C1 (configuration not stated)	-10	4	6	6	4	·	0	10
CCCC(=O)NC(C)c1nc(-c2ccc(C)cc2)no1 (configuration not stated)	-5	0	-11	-11	·	7	-7	-15
O=C(C[C@H]1CC[C@H]2[C@@H](COC[C@H](O)CN2Cc2ccccc2)O1)NCCc1ccccc1	-5	-2[16.7 µM]	-4	16	0	49	-7	-7
Cc1ccc(C)c(NC(=O)c2c(Cl)nc3ccccn23)c1	2	·	-8	-5	1	·	·	·
